EP2 modulator: EP2 receptor modulators, cAMP readout, primary screen, cell-based, HTRF cAMP, PGE2 stimulation. Prostaglandin E2 receptor EP2 subtype (Homo sapiens), P43116. EP2-expressing cells, cAMP HTRF FRET, PGE2 co-stimulation. induction, % at 25 µM. 260,000 compounds, 0.83% hits. AID 940, 2007;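 active = compounds whose cAMP rise, as percent of the full-agonist control response, exceeds 60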;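 also: rat C6 glioma line stably carrying human EP2 under a CMV promoter; the protocol text gives 20 µM as final concentration; 100% = response of wells given 1 µM PGE2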
Target sequence (P43116 whole entry, looked up): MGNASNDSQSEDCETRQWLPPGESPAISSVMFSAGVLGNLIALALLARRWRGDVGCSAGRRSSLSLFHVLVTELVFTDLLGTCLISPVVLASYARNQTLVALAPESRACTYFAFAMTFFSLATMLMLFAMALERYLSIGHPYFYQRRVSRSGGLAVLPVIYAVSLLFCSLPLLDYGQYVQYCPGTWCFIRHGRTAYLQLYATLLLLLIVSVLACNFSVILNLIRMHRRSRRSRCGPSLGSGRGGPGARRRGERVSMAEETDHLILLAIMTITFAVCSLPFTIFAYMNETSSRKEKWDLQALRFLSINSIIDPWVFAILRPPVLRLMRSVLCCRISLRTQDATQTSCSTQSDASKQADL
14-3-3 Bad inh: inhibitors of 14-3-3 zeta/Bad binding, primary screen, biochemical, TR-FRET, bovine 14-3-3 zeta; inhibition, % at 21.7 µM; AID 781, 2007; 14-3-3 protein zeta/delta (Bos taurus), P63103; 220,000 compounds, 0.71% hits; TR-FRET 14-3-3zeta/Dy647-pBad peptide displacement, 1 h;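 active = inhibition above about 70%, limit read from the data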;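 also: 0% = full 14-3-3 plus peptide FRET controls and 100% = background without 14-3-3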
PGE2 EP2 inh: human EP2 receptor antagonists, primary screen, TR-FRET cAMP, C6 glioma cells; Prostaglandin E2 receptor EP2 subtype (Homo sapiens), P43116; C6 glioma cells expressing human EP2; cells stimulated with saturating PGE2; inhibition, % at 25 µM; 260,000 compounds, 0.52% hits; AID 1422, 2008;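 active = percent inhibition above 40 after rounding to a whole number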;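 also: rat C6 glioma host cells with rolipram phosphodiesterase inhibitor present; the protocol text gives 20 µM as final concentration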
NPY Y1 blocker: NPY-Y1 receptor antagonists, primary screen, cell-based; inhibition, % at 3.6 µM; 200,000 compounds, 1% hits; Neuropeptide Y receptor type 1 (Homo sapiens), P25929; HEK293-CNG Y1 cells, membrane potential fluorescence; NPY at EC95, then isoproterenol;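 active = inhibition above the campaign mean inhibition of all tested compounds plus 3 SD, cut at about 20% in these data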;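 also: 0% = DMSO wells given NPY plus isoproterenol and 100% = isoproterenol alone without NPY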
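Material: HEK293 cells co-expressing NPY Y1 receptor and cyclic-nucleotide gated channel. Timing: compound incubation 1 h at room temperature, readout 45 min post-stimulation. Signal: fluorescence, membrane potential probe.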
TRPN1 ag: zebrafish TRPN1 channel agonists, primary screen, cell-based, HEK293, calcium fluorescence. transient receptor potential cation channel N1 (TRPN1/NompC), Danio rerio. HEK293 zebrafish TRPN1-YFP, Fluo-8 calcium fluorescence; 100% = response to 87 µM carbachol. activation, % at 3 µM. 220,000 compounds, 0.18% hits;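 active = activation above its plate's cutoff, the mean activation of test wells on that plate plus 3 SD, cut at about 19% in these data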;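 also: 0% = DMSO alone and 100% = 87 µM carbachol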
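Material: zebrafish TRPN1-YFP in HEK293 cells; Doses: single test compound dose, 3 µM nominal, 0.3% DMSO; Timing: dye loading 1 h at 37 °C, then 30 min room temperature; Technique: intracellular calcium fluorescence with Fluo-8; Benchmarks: high carbachol 87 µM, low DMSO alone.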
TRPML3 agonist: human TRPML3 channel agonists, primary screen, cell-based, HEK293 TRPML3-YFP, Fluo-8 calcium fluorescence, 3 µM; Mucolipin-3 (Homo sapiens), Q8TDD5; 100% = the carbachol control signal; activation, % at 3 µM; 220,000 compounds, 0.29% hits;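 active = activation above its plate's cutoff, the mean activation of the plate's test wells plus 3 SD, cut at about 12% in these data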;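 also: 0% = DMSO only wells and 100% = carbachol wells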
Target sequence (Q8TDD5 whole entry, looked up): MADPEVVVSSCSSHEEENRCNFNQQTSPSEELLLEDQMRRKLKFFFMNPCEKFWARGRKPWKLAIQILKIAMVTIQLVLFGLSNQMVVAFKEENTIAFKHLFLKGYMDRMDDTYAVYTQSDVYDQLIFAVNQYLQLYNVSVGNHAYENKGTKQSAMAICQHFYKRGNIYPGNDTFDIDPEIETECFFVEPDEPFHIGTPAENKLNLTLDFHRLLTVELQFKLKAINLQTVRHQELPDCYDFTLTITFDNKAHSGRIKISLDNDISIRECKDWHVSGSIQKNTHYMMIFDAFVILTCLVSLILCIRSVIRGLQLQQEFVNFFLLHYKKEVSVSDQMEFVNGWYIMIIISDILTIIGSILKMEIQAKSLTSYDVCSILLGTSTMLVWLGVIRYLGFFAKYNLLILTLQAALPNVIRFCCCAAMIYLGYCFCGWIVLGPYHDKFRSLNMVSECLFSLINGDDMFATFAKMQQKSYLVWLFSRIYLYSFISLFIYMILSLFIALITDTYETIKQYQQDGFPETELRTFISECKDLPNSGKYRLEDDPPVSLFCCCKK
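Test system: HEK293 cells stably carrying human TRPML3-YFP; Doses: single dose, 3 µM final nominal compound, 0.3% DMSO final; Schedule: dye loading 1 h 37 °C then 30 min ambient, 125 s read; Technique: Fluo-8 calcium fluorescence; Benchmarks: high control carbachol 87 µM, low control DMSO.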
PPC-1+TRAIL kill: compounds killing PPC-1 cancer cells with TRAIL present, primary screen, TRAIL potentiator project, ATPLite luminescence, uHTS | AID 1443, 2008 | PPC-1 cells + TRAIL, ATPLite viability luminescence | cell killing (% activity), % at 4 µM | 220,000 compounds, 0.41% hits;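 active = cell killing above 50% in the first pass at 4 µM, then a duplicate retest at 5 µM averaging 50% or more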;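 also: plate controls were cells with TRAIL plus DMSO for no effect and medium-only wells lacking cells for full effect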
CHOP inhibitor: inhibitors of CHOP promoter induction, primary screen, cell-based, unfolded protein response, luciferase reporter; CHO-K1 CHOP-promoter luciferase, tunicamycin-induced, 15-18 h; 220,000 compounds, 3.8% hits; AID 2732, 2010; inhibition, % at 10 µM;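 active = compounds that reduced the stress-induced luciferase reporter signal by more than about 70% of percent inhibition, limit read from the data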;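 also: 0% = tunicamycin plus vehicle and 100% = wells without tunicamycin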
NPY-Y1 PAM-ag: NPY-Y1 receptor potentiators or agonists, primary screen, cell-based; Neuropeptide Y receptor type 1 (Homo sapiens), P25929; NPY-Y1 expressing cells, potentiator/agonist activation; activation, % at 3.6 µM; 220,000 compounds, 0.37% hits; AID 1304, 2008; in the data active = activation above about 33%, passing the limit was not always enough;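 also: cells stimulated with NPY at EC10 then isoproterenol at EC100; 0% = low agonist plus stimulus and 100% = saturating agonist plus stimulus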
* marks the source's active call; other numbers are inactive results; · = not tested or not shown; [ ] = remark or other dose. Only part of the results is shown; rates above refer to the full screens.

entry	compound	EP2 modulator	14-3-3 Bad inh	PGE2 EP2 inh	NPY Y1 blocker	TRPN1 ag	TRPML3 agonist	PPC-1+TRAIL kill	CHOP inhibitor	NPY-Y1 PAM-ag
1	O=C(COC(=O)/C=C/c1ccco1)Nc1ccccc1	-22	12	2	-4	1.1	0.5	0	3	6
2	COC(=O)C1=C(C)N(Cc2ccccc2)C(=O)/C1=C\c1ccco1	30	0	11	·	-1.8	-0.3	10	-7	2
3	C/C(CC(=O)Nc1ccccc1Br)=N\NC(=O)C(=O)N1CCCC1	44	-1	8	-1	0.9	-0.4	8	61	8
4	O=C(Nc1nc2c(s1)CCc1ccccc1-2)c1ccco1	-19	-2[fluorescence artefact?]	8	-1	14	-0.9	2	53	-2
5	Cc1nc2ccc(S(=O)(=O)NCC(=O)N3CCC(C)CC3)cc2s1	4	-3	14	12	1.3	0.6	20	53	5
6	CC(=O)Nc1ccc(NC(=S)NC(=O)c2cc3ccccc3o2)cc1	4	-4[fluorescence artefact?]	8	0	0.1	0.0	7	58	14
7	O=C(Nc1ccc(Oc2cccc(C(F)(F)F)c2)nc1)c1ccccc1	-24	3	2	·	15	4.7	9	22	23
8	Cc1cc(SCC(=O)N(C)C2CCS(=O)(=O)C2)nc2c(C)cccc12 (centres undefined)	-20	3	5	2	0.1	-0.1	18	13	-21
9	COc1cccc(C(c2sc3ncnn3c2O)N2CCc3ccccc3C2)c1 (centres undefined)	-6	13	4	1	1.4	-0.5	-3	17	-22
10	COc1ccc(C(=N/O)/C(=N/O)c2ccc(OC)cc2)cc1	-9	2	14	-1	0.1	0.6	10	-1	-30
11	COc1cccc(CNC(=O)C2CCCN(S(C)(=O)=O)C2)c1 (centres undefined)	21	-5[fluorescence artefact?]	8	1	1.0	0.9	-8	37	-1
12	Cn1c(=O)c([N+](=O)[O-])c(NCc2ccc3c(c2)OCO3)c2ccccc21	-1	-5	4	·	0.0	-0.8	-20	5	3
13	NC(=O)CN1C(=O)C(O)(CC(=O)/C=C\c2ccc3c(c2)OCO3)c2ccccc21 (centres undefined)	-36	-17	7	16	-0.9	-0.4	19	-11	-5
14	O=C(c1ccc(N2CCN(CCO)CC2)nc1)N1CCOCC1	8	0[fluorescence artefact?]	3	1	0.0	0.6	-2	5	5
15	CN(C)c1ccc(C2CC(=O)NC3=C2C(=O)CC(C)(C)C3)cc1 (centres undefined)	-5	1	23	-3	-0.2	1.0	6	14	13
16	CCCCN(CCCC)C(=O)c1cc(Cl)ccc1[N+](=O)[O-]	27	-25[fluorescence artefact?]	11	4	-2.0	-0.2	2	19	-13
17	COC(CC(=O)NNC(=S)Nc1ccc(Cl)cc1)OC	-2	-6	7	0	1.1	0.7	22	-17	2
18	COC(=O)C1(C(=O)OC)NOC2C(=O)N(N(C)c3ncc(C(F)(F)F)cc3Cl)C(=O)C21 (centres undefined)	14	-8	7	-1	-0.8	0.5	0	9	7
19	CS(=O)(=O)NCCNc1ccc(Cl)cc1[N+](=O)[O-]	-13	-4	4	6	0.4	-0.4	7	-19	-18
20	O=c1c(Br)c(N2CCCCC2)cnn1-c1ccccc1	-18	-16	3	2	-1.8	0.3	21	5	8
21	C/C=C/C(=O)Nc1cccc(C2=NOC3(C2)C[C@@H](C(N)=O)N(C(=O)C(c2ccccc2)c2ccccc2)C3)c1 (some centres undefined)	-9	-1	5	·	·	·	7	15	·
22	O=c1c2ccccc2c(-c2ccccc2)nn1Cc1c(Cl)cccc1Cl	85*	-2	6	4	-0.3	0.0	-2	64	4
23	OC(COCc1cccs1)CN1CCN(c2cccc(C(F)(F)F)c2)CC1 (centres undefined)	1	7	8	7	1.6	-0.2	26	25	-15
24	CCOC(=O)c1ccc(-n2c(O)c(/C=N/NC(=O)C3COc4ccccc4O3)c3ccccc3c2=O)cc1 (centres undefined)	-1	13	13	4	-0.9	0.0	6	6	-7
25	COc1ccc(C2(CNC(=O)c3ccc(Br)o3)CCOCC2)cc1	-1	3	9	-1	-0.1	0.7	2	-14	6
26	CCSc1nnc(-c2cccs2)o1	5	1	4	2	-0.6	0.9	6	38	11
27	O=C(NNC(=O)c1ccccc1-c1ccccc1C(=O)O)c1cccc([N+](=O)[O-])c1	27	-10	6	6	-1.2	1.1	6	15	-2
28	O=C(OCc1cccc(F)c1)c1ccc2c(=O)n3c(nc2c1)CCC3	-34	10	20	·	0.5	0.3	8	14	-22
29	O=C(CCCNS(=O)(=O)c1cccs1)N1CCc2ccccc2C1	6	3[fluorescence artefact?]	12	0	1.4	0.4	2	-1	-15
30	CC(C)C(=O)Nc1ncc2c(n1)CC(c1cccs1)CC2=O (centres undefined)	18	4	14	4	-0.1	0.5	16	19	4
31	Nc1nc(C(=O)N2CCOCC2)nn1S(=O)(=O)c1ccc(Cl)cc1	5	15	13	2	-1.6	1.1	10	-4	-15
32	O=Cc1cc([N+](=O)[O-])ccc1N1CCOCC1	14	4	6	6	-0.3	0.1	-6	6	-8
33	COC(=O)c1c(-n2cnnn2)sc(C)c1C	·	·	10	-1	1.0	0.2	0	·	2
34	CCS(=O)(=O)N1Cc2ccccc2CC1C(=O)Nc1nnc(SCc2ccc(F)cc2)s1 (centres undefined)	-18	-24[fluorescence artefact?]	11	9	1.9	0.3	9	-3	-13
35	Cc1ccc(C)n1-c1sc2c(c1C#N)CCC(C)C2 (centres undefined)	42	14[fluorescence artefact?]	·	5	-0.8	0.3	13	68	16
36	C/C(=N/NC(=O)c1ccoc1C)c1cccc(NC(=O)C2CC2)c1	-22	3	6	0	1.6	0.9	34	8	-7
37	O=C(CC1(O)C(=O)N(CCc2ccccc2)c2ccccc21)c1ccco1 (centres undefined)	28	2	9	-3	1.5	1.0	1	19	0
38	Cc1cccc2cc(CN(CC3CCCO3)C(=O)c3cnccn3)c(=O)[nH]c12 (centres undefined)	21	1	18	-12	0.9	0.9	7	39	0
39	CCSc1nsc(SCC)c1C(N)=O	24	-2	9	-9	1.6	-0.5	-11	5	15
40	O=C1/C(=C\c2ccco2)SC(=S)N1C1CCS(=O)(=O)C1 (centres undefined)	-16	6	9	·	-1.2	-0.2	24	1	11
41	CCOC(=O)C1=C(C)N(C)C(=S)NC1c1ccccc1Cl (centres undefined)	19	-24	4	1	-2.2	-1.6	2	24	9
42	COc1ccc(/C(N)=N/OC(=O)c2ccco2)cc1	-13	-7	6	-5	1.2	0.6	34	14	3
43	CCN1CCN(C(=S)Nc2cccc(Cl)c2)CC1	0	-4	5	-1	0.1	1.1	25	-3	-1
44	CCCc1cc(=O)oc2cc(C)c3c(C)coc3c12	51	-7	10	12	0.3	-0.3	-10	50	-32
45	CC(C)NCc1nnc(-c2ccccc2Cl)o1	1	-4	5	1	-0.4	1.2	30	2	-3
46	CCN(CC)S(=O)(=O)c1cccc(-c2nnc(SCCOc3ccccc3C)o2)c1	28	2	11	20*	7.7	1.8	19	-16	-38
47	CCOc1ccc(NC(=O)CSc2nnc(COc3c(C)cccc3C)o2)cc1	20	11	6	3	1.4	0.8	20	87*	2
48	COc1cc(O)c(C(C)=O)cc1OC	19	10[fluorescence artefact?]	12	-2	0.0	-0.9	16	-4	3
49	CCn1c(SCC(=O)Nc2nccs2)nnc1-c1ccc(S(=O)(=O)N2CCCCCC2)cc1	-31	8	8	-4	2.0	0.7	5	49	7
50	Cc1c(Br)c([N+](=O)[O-])nn1CC(=O)c1ccccc1	-2	-1	3	2	-0.8	0.3	12	24	10

Further structures:
entry	compound	EP2 modulator	14-3-3 Bad inh	PGE2 EP2 inh	NPY Y1 blocker	TRPN1 ag	TRPML3 agonist	PPC-1+TRAIL kill	CHOP inhibitor	NPY-Y1 PAM-ag
51	CC1(C)CC(=O)C/C(=N\NC(=O)CCc2ccc(S(=O)(=O)N3CCOCC3)cc2)C1	-3	-11	6	2	0.3	1.0	14	8	4
52	CSc1ccccc1NC(=O)c1cccnc1	20	8	10	-1	0.0	-0.3	-2	-13	-19
53	O=C(CCC1CCCCC1)Nc1ccc(S(=O)(=O)Nc2nccs2)cc1	24	-7	-1	7	-0.6	0.7	-7	-2	-16
54	O=C(NCC1CCCO1)c1ccc(S(=O)(=O)N2CCCCC2)cc1 (centres undefined)	-30	-6	14	3	0.3	0.0	10	7	13

Arranged by molar mass (low to high): some entries from above.
entry	compound	EP2 modulator	14-3-3 Bad inh	PGE2 EP2 inh	NPY Y1 blocker	TRPN1 ag	TRPML3 agonist	PPC-1+TRAIL kill	CHOP inhibitor	NPY-Y1 PAM-ag
48	COc1cc(O)c(C(C)=O)cc1OC	19	10[fluorescence artefact?]	12	-2	0.0	-0.9	16	-4	3
52	CSc1ccccc1NC(=O)c1cccnc1	20	8	10	-1	0.0	-0.3	-2	-13	-19
45	CC(C)NCc1nnc(-c2ccccc2Cl)o1	1	-4	5	1	-0.4	1.2	30	2	-3
44	CCCc1cc(=O)oc2cc(C)c3c(C)coc3c12	51	-7	10	12	0.3	-0.3	-10	50	-32
50	Cc1c(Br)c([N+](=O)[O-])nn1CC(=O)c1ccccc1	-2	-1	3	2	-0.8	0.3	12	24	10
54	O=C(NCC1CCCO1)c1ccc(S(=O)(=O)N2CCCCC2)cc1 (centres undefined)	-30	-6	14	3	0.3	0.0	10	7	13
53	O=C(CCC1CCCCC1)Nc1ccc(S(=O)(=O)Nc2nccs2)cc1	24	-7	-1	7	-0.6	0.7	-7	-2	-16
49	CCn1c(SCC(=O)Nc2nccs2)nnc1-c1ccc(S(=O)(=O)N2CCCCCC2)cc1	-31	8	8	-4	2.0	0.7	5	49	7
